EPAC1 ag = activates human EPAC1 exchange factor. O95398. EPAC1 agonist qHTS, biochemical assay; response scale: 100% = response to 6.5 mM cAMP. Potency, µM (titrated, usually from 154 µM), inactives show at the top dose activation, actives largely listed as activators. 360,000 tested, 0.073% active; note: nearly all actives have a fitted effect of over 60% in size
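Multi-concentration qHTS readout: loss of Rap1B-bound BODIPY-GDP fluorescence driven by 100 nM EPAC1 with excess GDP (50 uM), monitored kinetically at room temperature; agonist response expressed relative to 6.5 mM cAMP.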
EPAC1 antag = antagonists of human EPAC1; O95398; EPAC1 GEF assay, Rap1b-BODIPY-GDP exchange fluorescence; Potency, µM (series often up to 115 µM), inactives show top-dose activity change, negative = inhibition, actives largely listed as inhibitors; 360,000 tested, 0.14% active;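 note: plate controls were vehicle for no effect and positive control for full effect; nearly all actives have a fitted effect of over 50% in size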
EPAC2 antag = blocks human EPAC2 exchange factor. Q8WZA2. EPAC2 GEF exchange of Rap1B-BODIPY-GDP, fluorescence. Potency, µM (highest dose often 114 µM), for inactives: at the top dose activity, negative = inhibition, actives largely listed as inhibitors. 360,000 tested, 0.18% active. AID 720708; note: % is set by controls: 0 for no effect and ±100 for the full control effect; nearly all actives have a fitted effect of over 45% in size; many of its hits are not listed in these tables
Target sequence (Q8WZA2 whole entry, looked up): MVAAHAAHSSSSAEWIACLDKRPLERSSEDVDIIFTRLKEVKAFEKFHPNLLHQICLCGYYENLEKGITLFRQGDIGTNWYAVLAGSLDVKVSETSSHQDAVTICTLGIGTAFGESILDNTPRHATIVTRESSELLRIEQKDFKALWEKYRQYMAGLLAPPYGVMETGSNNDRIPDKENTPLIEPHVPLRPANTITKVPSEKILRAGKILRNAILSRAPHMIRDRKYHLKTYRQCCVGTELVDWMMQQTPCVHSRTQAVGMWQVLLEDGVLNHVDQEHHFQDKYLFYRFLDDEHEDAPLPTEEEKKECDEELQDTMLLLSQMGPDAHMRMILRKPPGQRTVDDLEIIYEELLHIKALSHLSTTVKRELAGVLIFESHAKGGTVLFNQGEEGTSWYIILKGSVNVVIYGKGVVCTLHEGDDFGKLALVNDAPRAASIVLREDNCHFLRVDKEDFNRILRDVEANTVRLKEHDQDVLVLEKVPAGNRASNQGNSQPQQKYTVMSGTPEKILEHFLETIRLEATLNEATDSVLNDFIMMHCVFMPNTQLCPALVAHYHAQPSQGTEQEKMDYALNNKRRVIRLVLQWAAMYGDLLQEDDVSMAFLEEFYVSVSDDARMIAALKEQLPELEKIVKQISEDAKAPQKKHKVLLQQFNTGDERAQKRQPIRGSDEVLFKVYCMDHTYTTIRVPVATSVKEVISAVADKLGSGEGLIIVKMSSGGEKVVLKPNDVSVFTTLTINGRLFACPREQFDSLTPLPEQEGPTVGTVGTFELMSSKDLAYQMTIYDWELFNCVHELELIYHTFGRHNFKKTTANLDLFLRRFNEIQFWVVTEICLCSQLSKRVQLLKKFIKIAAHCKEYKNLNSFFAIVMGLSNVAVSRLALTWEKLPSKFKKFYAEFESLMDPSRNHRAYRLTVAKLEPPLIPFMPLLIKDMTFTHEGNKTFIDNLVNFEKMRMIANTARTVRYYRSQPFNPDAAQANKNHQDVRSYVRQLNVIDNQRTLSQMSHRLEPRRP
FUS yeast rescue = FUS proteinopathy suppression in yeast. Potency, µM (highest dose often 76.6 µM), inactives show at the top dose growth rescue (activation), hits mostly activators. S. cerevisiae FUS-expressing, growth rescue, OD600, 24 h. 390,000 tested, 0.24% active;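 note: plate controls were DMSO vehicle for no effect and reference control for full effect; nearly all actives have a fitted effect of over 55% in size; some results filed as inactive show a strong effect at the top dose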
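Restored growth of FUS-toxic S. cerevisiae, read as 600 nm absorbance after 24 h at 30C in galactose medium (starting OD 0.005). Controls CP55940 and DMSO.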
aSyn yeast inh = inhibitors of alpha-synuclein toxicity in yeast | Yeast expressing alpha-synuclein, growth rescue, BacTiter-Glo, 24 h | Potency, µM (doses to about 46.1 µM), for inactives: at the highest dose growth rescue (activation), hits mostly activators | 370,000 tested, 0.14% active; note: % of control where 0% means no effect; nearly all actives have a fitted effect of over 65% in size
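Readout is rescue of growth in alpha-synuclein-expressing yeast, so inhibitors of toxicity appear as activators. Growth after 24 hr at 30 deg C in galactose medium is quantified by luminescence.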
EPAC2 agonist = agonists of human EPAC2 (RAPGEF4) | 360,000 tested, 0.079% active | Potency, µM (highest dose often 154 µM), for the others: top-dose activation, usual class: activators | Q8WZA2 | EPAC2 activation, biochemical qHTS; response scale: 100% = 6.5 mM cAMP response; note: nearly all actives have a fitted effect of over 50% in size
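Fluorescence exchange assay: 100 nM EPAC2 with 250 nM RAP1B-BODIPY-GDP and 50 uM GDP; compounds tested as a concentration-titration series (qHTS). Loss of Rap1-bound BODIPY-GDP fluorescence read at 480/540 nm; data normalized to 6.5 mM cAMP.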
PTHR1 ag = PTHR1 (human) receptor agonism; 410,000 tested, 0.075% active; Q03431; Potency, µM (doses to about 115 µM), for inactives: at the top dose activation, hits mostly activators; HEK293 GP2 PTHR1 cells, GloSensor cAMP luminescence, 1 h; note: nearly all actives have a fitted effect of over 55% in size; some results filed as inactive show a strong effect at the top dose; inactives centre near -15; many of its hits are not listed in these tables
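HEK-293-derived GP2 cells expressing PTHR1 and a GloSensor cAMP reporter, 3,000/well, plated overnight, given luciferin plus IBMX (each 0.5 mM as added) for 1 h at 37 °C, then compound for 1 h at 37 °C. Luminescence was read after 15 min at room temperature.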
TDP43 rescue = rescues yeast growth from TDP-43 toxicity; Potency, µM (doses to about 46.1 µM), without a hit: top-dose growth rescue (activation), most hits filed as activators; TDP-43 expressing yeast growth rescue, BacTiter-Glo, 24 h; 410,000 tested, 1.8% active; note: % of control where 0% means no effect; nearly all actives have a fitted effect of over 50% in size
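Cell-based yeast growth screen: TDP-43 expression induced in galactose, inoculum OD600=0.02 after raffinose pregrowth to mid-log. Read-out BacTiter-Glo luminescence at 24 hr, 30 deg C; inhibition of toxicity seen as signal increase.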
An asterisk follows results filed as active; i = inactive; ? = inconclusive; . = no result given; [ ] = another dose, or the depositor's remark. Calls come from the whole dose curve; as a rule, active = well fitted curve in the direction sought with a large enough effect; inconclusive = small, poorly fitted or top-dose-only effect, or another doubt; inactive = no such curve, though single readings can be large; an effect the other way counts as inactive or inconclusive. Potency is the fitted concentration of half-maximal effect. Not all compounds are listed, so the mix of outcomes need not match the whole.

Preview, 8 compounds:
Every second line gives: EPAC1 ag | EPAC1 antag | EPAC2 antag | FUS yeast rescue | aSyn yeast inh | EPAC2 agonist | PTHR1 ag | TDP43 rescue
COc1ccc(-c2csc(NC(=S)NC(=O)/C=C/c3ccco3)n2)cc1OC
→ -2% | ? | -2% | 21% | -6% | 10% | -9% | 8%
NC(=O)C1CCN(c2nc(C3CC3)nc3c2nnn3Cc2ccccc2)CC1
→ 6% | 2% | -1% | -8% | -1% | 7% | i | -12%
CCc1ccccc1NC(=O)CN1C(=O)C2CCCN2c2ncc(Cl)cc21 (stereo not drawn)
→ 4% | -6% | -6% | . | -10% | 1% | -18% | 5%
CC(C)CC(=O)Nc1ccc(S(=O)(=O)Nc2nccs2)cc1
→ 1% | -2% | -12% | -26% | 7% | 1% | i | 17%
Cc1ccc(NC(=S)Nc2cccc3cnccc23)cc1C
→ 8% | -9% | -2% | 31% | -2% | 23% | -29% | -18%
Cc1ccc(CNC(=O)C2CCC(=O)N(C3CC3)C2)cc1 (stereo not drawn)
→ 7% | -21% | 0% | -6% | ? | 0% | i | -4%
CCCCCCCCCCCCC(=O)CCCCC(=O)O
→ 0% | -9% | -22% | 3% | 6% | -9% | i | 12%
O=S(=O)(c1ccc(OC(F)(F)F)cc1)N1CCC(O)(c2cccc(C(F)(F)F)c2)CC1
→ -15% | -16% | ? | -16% | 0% | -15% | -49%[inhibitor] | 5%

The listing, from the first entry:
Every second line gives: EPAC1 ag | EPAC1 antag | EPAC2 antag | FUS yeast rescue | aSyn yeast inh | EPAC2 agonist | PTHR1 ag | TDP43 rescue
COc1ccc(-c2csc(NC(=S)NC(=O)/C=C/c3ccco3)n2)cc1OC
→ -2% | ? | -2% | 21% | -6% | 10% | -9% | 8%
NC(=O)C1CCN(c2nc(C3CC3)nc3c2nnn3Cc2ccccc2)CC1
→ 6% | 2% | -1% | -8% | -1% | 7% | i | -12%
CCc1ccccc1NC(=O)CN1C(=O)C2CCCN2c2ncc(Cl)cc21 (stereo not drawn)
→ 4% | -6% | -6% | . | -10% | 1% | -18% | 5%
CC(C)CC(=O)Nc1ccc(S(=O)(=O)Nc2nccs2)cc1
→ 1% | -2% | -12% | -26% | 7% | 1% | i | 17%
Cc1ccc(NC(=S)Nc2cccc3cnccc23)cc1C
→ 8% | -9% | -2% | 31% | -2% | 23% | -29% | -18%
Cc1ccc(CNC(=O)C2CCC(=O)N(C3CC3)C2)cc1 (stereo not drawn)
→ 7% | -21% | 0% | -6% | ? | 0% | i | -4%
CCCCCCCCCCCCC(=O)CCCCC(=O)O
→ 0% | -9% | -22% | 3% | 6% | -9% | i | 12%
O=S(=O)(c1ccc(OC(F)(F)F)cc1)N1CCC(O)(c2cccc(C(F)(F)F)c2)CC1
→ -15% | -16% | ? | -16% | 0% | -15% | -49%[inhibitor] | 5%
COc1ccc(CN2CCN(C(C)C(=O)NC(C)c3ccc(F)cc3)CC2)cc1F (stereo not drawn)
→ 6% | 14% | 7% | 10% | 0% | 1% | -18% | -12%
CC1CCCN(S(=O)(=O)c2cnc[nH]2)C1 (stereo not drawn)
→ -3% | -30% | 3% | -22% | -1% | 11% | 2% | -6%
CCOC(=O)C(C)NC(=O)CCc1nnc2ccc(N3CCC(C)CC3)nn12 (stereo not drawn)
→ -8% | -11% | 3% | -11% | 2% | 0% | i | 16%
CC(=O)c1ccc(NC(=O)CSc2nc(=O)n3cccc(C)c3n2)cc1
→ 0% | 2% | 9% | -10% | 6% | 5% | i | ?
O=C(Nc1ccc(N2CCN(c3ccc(C(F)(F)F)cn3)CC2)nc1)c1cccs1
→ 4% | ? | -3% | -23% | -12% | -11% | -19% | -19%
O=C(NCc1ccc2c(c1)OCO2)c1ccc(-c2ccc(Cl)cc2)o1
→ 17% | ? | -2% | 10% | ? | 10% | 5%[57.5 µM] | ?
COc1ccc(CCNC(=O)c2cc(-c3ccccn3)nc3c(Cl)cccc23)cc1OC
→ -1% | -7% | 0% | 14% | 3% | -12% | -1% | 0%
CCc1nnc(NC(=O)C2Cc3ccccc3CN2S(=O)(=O)c2c(C)c(C)cc(C)c2C)s1 (stereo not drawn)
→ 19% | -18% | -2% | 32% | 1% | 21% | -11%[57.5 µM] | -9%
CC(C)[C@H](CN1CCC[C@H]1CN1C(N)=NC[C@H]1C(C)C)N1C[C@@H](Cc2ccccc2)N(CCCC2CCCC2)C1=N
→ -11% | 7% | 19% | 7% | -14% | -11% | -23% | 0%
COc1ccccc1CC1S/C(=N/N=C/c2ccco2)NC1=O (stereo not drawn)
→ 7% | -12% | -8% | 18% | -4% | 0% | -5% | -21%
O=C(CNC(=O)c1ccco1)NCC(=O)OCc1c(F)cccc1Cl
→ -1% | 9% | 6% | 14% | 1% | 2% | i | 6%
COc1ccc(N2CCN(C(=O)COC(=O)CCc3ccccc3OC)CC2)cc1
→ -2% | -2% | -7% | 28% | -1% | 0% | -6% | 20%
CCCc1cc(=O)oc2cc(C)cc(OC(C)C(=O)NCc3ccncc3)c12 (stereo not drawn)
→ 6% | 11% | 1% | 3% | 1% | 1% | -7% | 2%
COc1ccc(CNC(=O)c2ccc3c(c2)NC(=O)C(CS(=O)(=O)Cc2ccccc2Cl)N3)cc1 (stereo not drawn)
→ . | . | . | -1% | 0% | . | -16% | 12%
Cc1ccc(O)c(Nc2c3ccccc3nc3ccccc23)c1
→ -1% | -15% | 11% | 33% | -14% | -2% | -29% | 7%
COCCn1c(SCC(=O)c2c(N)n(C3CC3)c(=O)[nH]c2=O)nnc1-c1cccc(C)c1
→ 7% | 15% | 10% | 5% | 1%[1.84 µM] | 7% | -12% | 4%
CC(C)Oc1ccc(CCC(=O)NNC(=O)c2ccccc2C(=O)O)cc1
→ 12% | -7% | 0% | 13% | 6% | 2% | i | -5%
Cc1sc(NC(=O)C2=COCCO2)c(C(N)=O)c1C
→ -38%[inhibitor] | -12% | -14% | 10% | 0% | 11% | i | 14%
CCC(C(=O)Nc1cc(OC)c(NC(=O)c2ccccc2)cc1OC)c1ccccc1 (stereo not drawn)
→ -9% | 4% | 6% | 44% | -2% | 12% | -2% | -27%[1.82 µM]
Cc1cccnc1CCNC(=O)CCc1nnc(CCc2ccccc2)o1
→ -3% | 3% | 11% | 13% | -1% | 9% | i | -2%
CN1CCN(S(=O)(=O)c2cccc(C(=O)Nc3ccccc3N3CCCCC3)c2)CC1
→ 4% | -7% | -4% | -1% | -4% | 6% | i | -13%
CC(C)c1nnc(SCc2ccc(CSc3nnc(C(C)C)n3N)cc2)n1N
→ 8% | -3% | 11% | 7% | -8% | 4% | i | 11%

Later entries.
Codes: A = EPAC1 ag; B = EPAC1 antag; C = EPAC2 antag; D = FUS yeast rescue; E = aSyn yeast inh; F = EPAC2 agonist; G = PTHR1 ag; H = TDP43 rescue
> CCS(=O)(=O)c1nc(S(=O)(=O)c2ccc(C)cc2)c(NCCCN2CCCC2=O)s1
  A: 5%	B: 11%	C: 2%	D: -5%	E: -9%	F: 11%	G: 2%	H: 6%
> Cc1nnc(NC(=O)c2ccc3c(c2)NC(=O)CS3)s1
  A: 1%	B: -2%	C: -12%	D: -4%	E: 1%	F: 9%	G: i	H: 9%
> COc1cccc(C(=O)Oc2cc(N)n(S(=O)(=O)c3ccc(C)cc3)n2)c1OC
  A: 4%	B: -15%	C: -13%	D: 17%	E: 5%	F: 10%	G: -10%	H: -4%
> CCc1ccccc1-n1c(SCC(=O)c2c(N)n(C3CC3)c(=O)[nH]c2=O)nnc1N1CCOCC1
  A: -2%	B: -9%	C: 8%	D: .	E: -2%	F: 3%	G: i	H: -24%
> COc1ccc(C(=O)N/N=C/C2CC=CCC2)cc1OC (stereo not drawn)
  A: 1%	B: 2%	C: 1%	D: -5%	E: 3%	F: 1%	G: -2%	H: 15%
> CC(O)(c1ccccc1)c1nc(-c2ccncc2)cs1 (stereo not drawn)
  A: -13%	B: -10%	C: 2%	D: -15%	E: 0%	F: 7%	G: -49%[inhibitor]	H: -13%
> CC(NC(=O)c1ccc(NS(C)(=O)=O)cc1)c1ccccc1 (stereo not drawn)
  A: 1%	B: 22%	C: 15%[57.1 µM]	D: -2%	E: -11%	F: 14%	G: i	H: -17%
> Cc1noc(C)c1/C=N/Nc1ccc2ccccc2n1
  A: -2%	B: 1%	C: -7%	D: -4%	E: 1%	F: -4%	G: i	H: 29%
> O=C(COC(=O)c1ccccc1-n1cnnn1)c1ccc(F)c(F)c1
  A: 8%	B: -12%	C: -6%	D: 20%	E: -2%	F: -6%	G: i	H: 12%
> C=CCNC(=S)NNC(=O)C(CCCC)CC(O)COCC(C)C (stereo not drawn)
  A: 5%	B: 15%	C: -3%	D: 0%	E: 1%	F: -5%	G: -5%	H: -2%
> CCC(C)NC(=O)c1ccc(N2CC3CC(C2)c2cccc(=O)n2C3)c(NC(=O)c2ccc(Br)o2)c1 (stereo not drawn)
  A: 5%	B: 13%	C: -9%	D: 24%	E: -3%	F: -2%	G: i	H: -9%
> CC(C)N1CCC(N2CCN(Cc3ccc4nonc4c3)CC2CCO)CC1 (stereo not drawn)
  A: 11%	B: -18%	C: 6%	D: 17%	E: 3%	F: 3%	G: i	H: 2%
> CN(C)S(=O)(=O)c1cccc(NC(=O)c2cc3ccccc3o2)c1
  A: 11%	B: 1%	C: 18%	D: 10%	E: .	F: 15%	G: -13%	H: 8.9µM*
> CCOc1cc(/C=C2/C(=O)N(c3ccccc3)N=C2C)ccc1OC(=O)c1ccco1
  A: 0%	B: -25%	C: -10%	D: ?	E: 9%	F: -7%	G: i	H: 0%
> Cc1ccc2cc(N)ccc2n1
  A: 2%	B: 4%	C: -6%	D: 2%	E: -5%	F: 4%	G: i	H: 15%
> COc1ccc(CN2C(=O)CN=C2Nc2ccc(C)cc2C)cc1
  A: 3%	B: 15%	C: 13%	D: 6%	E: -6%	F: 7%	G: -54%[inhibitor]	H: -16%
> CCOC(=O)C(C)N1C(=O)S/C(=C\c2ccc(-c3ccccc3C(=O)O)o2)C1=O (stereo not drawn)
  A: 2%	B: 2%	C: 4%	D: 2%	E: 8%	F: 3%	G: -22%	H: 11%
> CCOc1cc(N2CCOCC2)c(OCC)cc1NC(=O)CN1CCc2ccccc2C1
  A: 5%	B: -7%	C: -1%	D: 6%	E: 0%	F: -4%	G: -2%[57.5 µM]	H: 7%
> O=S(=O)(c1ccc(N2CCOCC2)nc1)N(Cc1ccccn1)Cc1ccccn1
  A: 7%	B: -18%	C: -2%	D: 6%	E: 0%	F: 8%	G: i	H: 0%
